Source: PubChem
EPAC1 agonist = activates human EPAC1 exchange factor | AID 720707 | 360,000 tested, 0.073% active | Potency, µM (titrated, usually from 154 µM), for inactives: at the highest dose activation, actives largely listed as activators | EPAC1 agonist qHTS, biochemical assay; response scale: 100% = response to 6.5 mM cAMP; note: potency is the fitted concentration of half-maximal effect; nearly all actives have a fitted effect of over 60% in size
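EPAC1 100 nM, Rap1B–BODIPY-GDP 250 nM, unlabeled GDP 50 uM; compound titration; 5 min RT; kinetic read ex480/em540 at 5-min intervals ×30 min; data normalized to 6.5 mM cAMP agonist control.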
GLP1R cytotox = cytotoxicity counter-screen for GLP-1 receptor inverse agonists | HEK293 cAMP-luciferase reporter cells, luminescence, 24 h | AID 624418 | Potency, µM (series often up to 38.3 µM), inactives show at the top dose activity change, negative = inhibition, hits mostly inhibitors | 410,000 tested, 0.13% active;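 note: loss of luciferase light is scored as toxicity; potency is the fitted concentration of half-maximal effect; % is set by controls: 0 for no effect and ±100 for the full control effect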
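Compound-treated cells are incubated 24 hr at 37 deg C under 5% CO2 after a 12 hour attachment period, then luciferase detection reagent is added and luminescence is measured following 12 min at room temperature; lowered signal indicates toxicity.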
GLP1R ag = activates the human GLP-1 receptor; P43220; HEK293 GLP-1R CRE-luciferase, luminescence, 4-6 h; cells express a hypersensitive GLP-1R form; Potency, µM (highest dose often 45.6 µM), for inactives: at the top dose activation, hits mostly activators; 380,000 tested, 0.007% active; note: potency is the fitted concentration of half-maximal effect; % of control where 0% means no effect
Target sequence (P43220 whole entry, looked up): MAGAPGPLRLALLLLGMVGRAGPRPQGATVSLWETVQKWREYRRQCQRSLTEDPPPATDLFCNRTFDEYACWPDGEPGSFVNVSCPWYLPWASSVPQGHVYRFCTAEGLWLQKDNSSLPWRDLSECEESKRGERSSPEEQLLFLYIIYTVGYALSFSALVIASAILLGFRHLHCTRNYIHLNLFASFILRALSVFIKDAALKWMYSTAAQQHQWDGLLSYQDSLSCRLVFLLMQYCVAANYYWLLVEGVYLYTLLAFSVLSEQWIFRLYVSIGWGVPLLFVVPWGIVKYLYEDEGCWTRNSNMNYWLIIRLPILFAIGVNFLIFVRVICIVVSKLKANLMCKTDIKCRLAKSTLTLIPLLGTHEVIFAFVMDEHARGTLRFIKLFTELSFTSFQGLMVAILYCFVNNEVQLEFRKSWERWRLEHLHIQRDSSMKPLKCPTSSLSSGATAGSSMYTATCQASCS
PI5P4K alpha inh = inhibitors of human PI5P4K alpha | 330,000 tested, 1.2% active | max response, % | PI5P4Kalpha enzyme, ADP-Glo luminescence, 60 min; hits give low values | P48426; active = max response of -50% or lower; inconclusive = between -30% and -50%; inactive = -30% or higher; note: value at the top dose of about 77 µM; % is set by controls: 0 for no effect and ±100 for the full control effect
Target sequence (P48426 whole entry, looked up): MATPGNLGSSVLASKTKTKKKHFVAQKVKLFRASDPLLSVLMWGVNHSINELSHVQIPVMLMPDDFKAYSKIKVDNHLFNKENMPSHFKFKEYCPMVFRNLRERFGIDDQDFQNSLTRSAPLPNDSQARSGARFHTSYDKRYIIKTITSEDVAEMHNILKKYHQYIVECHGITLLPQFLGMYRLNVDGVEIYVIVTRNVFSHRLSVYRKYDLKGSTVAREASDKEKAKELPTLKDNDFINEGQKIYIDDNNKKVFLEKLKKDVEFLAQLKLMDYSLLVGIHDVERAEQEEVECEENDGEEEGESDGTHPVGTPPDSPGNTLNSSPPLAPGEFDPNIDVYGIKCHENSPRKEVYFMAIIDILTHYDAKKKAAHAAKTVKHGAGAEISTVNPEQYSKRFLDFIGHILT
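Luminescence from ADP-Glo served as readout of PI5P4Kalpha activity in a qHTS format. Reaction: enzyme, substrate, compound, ATP at 5 microM final, 60 min at RT.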
GLP-1R inv ag = inverse agonists of human GLP-1 receptor; HEK293 GLP-1R CRE-luciferase, luminescence, 24 h; GLP-1R form is constitutively active; Potency, µM (highest dose often 38.3 µM), without a hit: at the highest dose activity change, negative = inhibition, hits mostly inhibitors; P43220; 410,000 tested, 1.6% active; note: potency is the fitted concentration of half-maximal effect; % is set by controls: 0 for no effect and ±100 for the full control effect; nearly all actives have a fitted effect of over 55% in size
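HEK293 cells stably co-expressing constitutively active GLP-1R and a cAMP-responsive luciferase reporter were seeded in DMEM with 10% Nu serum, given compounds after 12 h, and incubated 24 h at 37 deg C. Luminescence was then read.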
PLK1 PBD block = blocks phosphopeptide binding to human PLK1 polo-box domain; Potency, µM, without a hit: max response, negative = inhibition, usual class: inhibitors; P53350; 360,000 tested, 2.8% active; Plk1 PBD binding of FITC phosphopeptide, fluorescence polarization; note: potency is the fitted concentration of half-maximal effect; series mostly up to about 57 µM; % is set by controls: 0 for no effect and ±100 for the full control effect; nearly all actives have a fitted effect of over 65% in size
IL2 activator = IL-2 activation; IL-2 activation reporter assay, cell-based qHTS; stimulated with anti-CD3/CD4/CD28 beads; in transgenic mouse T cells; activation, % (series mostly up to about 46 µM); 360,000 tested, 0.065% active; AID 652025; in the data active = activation above about 50%; inconclusive = mostly about 30% to 49%; note: 0% is about no effect
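Unstimulated transgenic mouse T cells preincubated 60 min with compound, then stimulated with anti-CD3/anti-CD4-coated beads plus anti-CD28 for 18 h at 37 degrees C. IL-2 response read as EGFP and DsRed fluorescence by plate cytometry.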
PTHR1 ag = agonists of human PTHR1 parathyroid hormone receptor | 410,000 tested, 0.075% active | Potency, µM (highest dose often 115 µM), for the others: at the highest dose activation, actives largely listed as activators | Q03431 | HEK293 GP2 PTHR1 cells, GloSensor cAMP luminescence, 1 h; note: potency is the fitted concentration of half-maximal effect; nearly all actives have a fitted effect of over 55% in size; some results filed as inactive show a strong effect at the top dose; inactives centre near -15; many of its hits are not listed in these tables
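HEK-293-derived GP2 cells expressing PTHR1 and a GloSensor cAMP reporter, 3,000/well, plated overnight, given luciferin plus IBMX (each 0.5 mM as added) for 1 h at 37 °C, then compound for 1 h at 37 °C. Luminescence was read after 15 min at room temperature.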
EPAC1 antag = antagonists of human EPAC1; O95398; EPAC1 GEF assay, Rap1b-BODIPY-GDP exchange fluorescence; Potency, µM (top dose mostly 115 µM), inactives show at the highest dose activity change, negative = inhibition, hits mostly inhibitors; 360,000 tested, 0.14% active; AID 720709;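 note: potency is the fitted concentration of half-maximal effect; plate controls were vehicle for no effect and positive control for full effect; nearly all actives have a fitted effect of over 50% in size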
Numbers without * were called inactive; i = inactive; ? = inconclusive; nt = no result given; [ ] = dose if it differs, or a comment. Unless noted, calls come from the whole dose curve; as a rule, active = well fitted curve in the direction sought with a large enough effect; inconclusive = small, poorly fitted or top-dose-only effect, or another doubt; inactive = no such curve, though single readings can be large; an effect the other way counts as inactive or inconclusive.

SMILES	EPAC1 agonist	GLP1R cytotox	GLP1R ag	PI5P4K alpha inh	GLP-1R inv ag	PLK1 PBD block	IL2 activator	PTHR1 ag	EPAC1 antag
CCn1c(CSc2nc3ccccc3s2)nnc1SCC(=O)c1ccc(O)cc1O	2%	-21%	2%	nt	8%	-7%	1.6	-2%[57.5 µM]	1%
Cc1cccc(NC(=O)COC(=O)CN2C(=O)c3ccccc3C2=O)c1C	3%	-28%	-6%	-2	6%	-1%	-0.2	-18%	-1%
CC(C(O)C12CC3CC(CC(C3)C1)C2)N1CCCCC1 (stereo not given)	16%	-3%	11%	1	4%	-20%	-1.8	-15%	21%
CCOC(=O)N1CCN(C(=O)c2ccc(CS(=O)(=O)c3ccccc3OC)o2)CC1	3%	-4%	3%	1	0%	-7%	-2.4	i	18%
COc1cccc(CC(=O)OCC(=O)NCc2ccc3c(c2)OCO3)c1	1%	-12%	7%	1	-16%	-5%	0.7	i	3%
CN(CCOc1ccccc1)CC(O)COCc1ccccc1F (stereo not given)	10%	-3%	-2%	0	?	-12%	1.2	i	1%
CCOC(=O)c1ccc(NC(=S)N2CCCC(C(=O)OCC)C2)cc1 (stereo not given)	5%	7%	1%	3	?	-9%	0.3	-4%	?
CCOCC(=O)Nc1ccc([N+](=O)[O-])cc1Cl	1%	-10%	10%	1	20%	-16%	0.5	-16%	?
CCSc1nnc(CSc2ncccn2)n1C	-2%	15%	-1%	1	16%	4%	1.0	i	-11%
CC1(C(=O)NS(=O)(=O)c2ccccc2Cl)CCN1C(=O)Cc1ccccc1 (stereo not given)	4%	0%	0%	-2	5%	-2%	-0.5	-4%	-26%
COc1ccc(OC)c(CN(CCN2CCOCC2)C(=O)Nc2cccc(Cl)c2)c1	3%	0%	2%	-2	-13%	-4%	0.1	-30%	-18%
COC(=O)c1cncc(O)c1	-2%	5%	0%	10	0%	-4%	-0.3	-7%[57.5 µM]	4%
CC(=O)Nc1ccc2c(c1)nc(CN1CCCC1)n2C	11%	-7%	-10%	nt	0%	-4%	-1.8	i	9%
CC(=O)c1sc(NC(=O)c2cc(-c3ccccc3)nn2-c2ccccc2)nc1C	4%	1%	0%	3	-40%	4%	-0.3	i	-6%
COc1ccc(CC(=O)NC(C)c2nnc(SCC(=O)Nc3cc(C)ccc3OC)n2C)cc1 (stereo not given)	11%	-11%	4%	2	2%	-25%	-0.9	i	2%
O=C(NCc1ccccc1)c1onc(CSc2nc3ccccc3[nH]2)c1C(=O)NCc1ccccc1	8%	-10%	0%	5	?	-4%	-0.5	21%	-7%
CCOC(=O)CCn1nnc(N)n1	6%	?	0%	nt	3%	5%	-1.3	-30%[57.5 µM]	4%
COC(=O)c1ccc(COc2ccc(/C=N/O)cc2)o1	-10%	7%	17%	4	11%	-1%	-0.1	i	-18%
COC(=O)CNC(=O)C(NC(=O)OCc1ccccc1)C(C)C (stereo not given)	13%	4%	9%	0	14%	-1%	0.4	-19%	12%
O=C(NCCCN1CCOCC1)C1CCN(S(=O)(=O)c2cccc(C(F)(F)F)c2)CC1	-9%	-1%	-5%	4	1%	-1%	-0.1	-13%	9%
O=C(NN1C(=O)C2C3C=CC(C4CC34)C2C1=O)c1cccc(Br)c1 (stereo not given)	9%	-11%	-2%	5	-28%	-1%	-0.4	-30%	5%
C=CCNC(=O)c1ccc(N(Cc2ccc(Cl)cc2)S(C)(=O)=O)cc1	6%	-8%	10%	8	-26%	-2%	0.5	-23%	-2%
C=CCNC(C(=O)Nc1cccc(OC)c1)c1ccccc1 (stereo not given)	0%	-7%	7%	-6	-4%	-6%	0.4	i	-9%
CC(=O)Nc1cccc2c1C(=O)N(c1cccc(C)c1)C2=O	12%	-2%	-1%	7	2%	-6%	0.0	-5%[57.5 µM]	-23%
Cc1onc(-c2c(F)cccc2Cl)c1C(=O)NC(=S)NCc1cccnc1	7%	6%	16%	3	-12%	-7%	-2.6	i	-15%
O=C(O)c1ccccc1C(c1ccc(O)cc1)c1ccc(O)cc1	2%	2%	-1%	-2	0%	-7%	-0.2	i	-8%
Cc1cc2ccccc2n1CCNC(=O)c1ccc(Br)cc1	nt	-2%	-1%	nt	-34%	nt	nt	-8%	nt
CCOC(=O)c1ccc(N2C=C(C(=O)OC)C(c3ccc(OC)c(O)c3)C(C(=O)OC)=C2)cc1	-11%	0%	4%	7	1%	1%	-2.5	i	3%
CC(C)n1cnc2c(NCc3ccccc3)cc(N[C@H](C)CO)cc21	-20%	?	-11%	-17	?	-20%	-0.3	-21%	?
Brc1ccc(NC(c2ccccc2)c2ccncc2)cc1 (stereo not given)	-5%	-33%	-2%	-4	-7%	?	-0.4	i	-18%

In a second layout: entries from further up.
| molecule | EPAC1 agonist | GLP1R cytotox | GLP1R ag | PI5P4K alpha inh | GLP-1R inv ag | PLK1 PBD block | IL2 activator | PTHR1 ag | EPAC1 antag |
| --- | --- | --- | --- | --- | --- | --- | --- | --- | --- |
| O=C(NCCCN1CCOCC1)C1CCN(S(=O)(=O)c2cccc(C(F)(F)F)c2)CC1 | -9% | -1% | -5% | 4 | 1% | -1% | -0.1 | -13% | 9% |
| O=C(NN1C(=O)C2C3C=CC(C4CC34)C2C1=O)c1cccc(Br)c1 (stereo not given) | 9% | -11% | -2% | 5 | -28% | -1% | -0.4 | -30% | 5% |
| C=CCNC(=O)c1ccc(N(Cc2ccc(Cl)cc2)S(C)(=O)=O)cc1 | 6% | -8% | 10% | 8 | -26% | -2% | 0.5 | -23% | -2% |
| C=CCNC(C(=O)Nc1cccc(OC)c1)c1ccccc1 (stereo not given) | 0% | -7% | 7% | -6 | -4% | -6% | 0.4 | i | -9% |
| CC(=O)Nc1cccc2c1C(=O)N(c1cccc(C)c1)C2=O | 12% | -2% | -1% | 7 | 2% | -6% | 0.0 | -5%[57.5 µM] | -23% |
| Cc1onc(-c2c(F)cccc2Cl)c1C(=O)NC(=S)NCc1cccnc1 | 7% | 6% | 16% | 3 | -12% | -7% | -2.6 | i | -15% |
| O=C(O)c1ccccc1C(c1ccc(O)cc1)c1ccc(O)cc1 | 2% | 2% | -1% | -2 | 0% | -7% | -0.2 | i | -8% |
| Cc1cc2ccccc2n1CCNC(=O)c1ccc(Br)cc1 | nt | -2% | -1% | nt | -34% | nt | nt | -8% | nt |
| CCOC(=O)c1ccc(N2C=C(C(=O)OC)C(c3ccc(OC)c(O)c3)C(C(=O)OC)=C2)cc1 | -11% | 0% | 4% | 7 | 1% | 1% | -2.5 | i | 3% |
| CC(C)n1cnc2c(NCc3ccccc3)cc(N[C@H](C)CO)cc21 | -20% | ? | -11% | -17 | ? | -20% | -0.3 | -21% | ? |
| Brc1ccc(NC(c2ccccc2)c2ccncc2)cc1 (stereo not given) | -5% | -33% | -2% | -4 | -7% | ? | -0.4 | i | -18% |

New compounds follow
SMILES	EPAC1 agonist	GLP1R cytotox	GLP1R ag	PI5P4K alpha inh	GLP-1R inv ag	PLK1 PBD block	IL2 activator	PTHR1 ag	EPAC1 antag
CCN1C(=O)CSC1=Nc1ccc(C(=O)O)cc1	-8%	-25%	-11%	0	7%	0%	0.2	i	5%
O=C(OC1CCOC1=O)c1cccc(S(=O)(=O)Nc2ccc(F)cc2)c1 (stereo not given)	-13%	-7%	-1%	-20	22%	4%	1.3	i	0%
O=C(c1ccc(S(=O)(=O)Nc2cccc(C(F)(F)F)c2)cc1)N1CCC1	3%	-2%	-1%	-3	3%	1%	-0.7	-61%[inhibitor]	6%
COc1ccccc1N1CCN(Cc2cc(=O)c(OCC(=O)NC3CCCC3)co2)CC1	13%	13%	10%	-1	15%	-11%	1.1	-13%	-19%
O=CNc1ccc(S(=O)(=O)NCc2ccccc2)cc1	10%	39%[activator]	7%	nt	154%[activator]	-7%	-0.5	-4%	-2%
CCOc1ccc(NC(=O)Cc2ccc(S(=O)(=O)N3CCOCC3)s2)cc1OCC	1%	6%	-5%	-6	-16%	5%	-1.7	-22%	9%
COc1ccc(NC(=O)C2(N(CC(C)C)C(=O)Cn3nnnc3N)CCCCC2)cc1	3%	3%	-1%	-3	-29%	-7%	-4.0	-25%	0%
Cc1nsc(Nc2ccc([N+](=O)[O-])cc2)c1C#N	0%	-14%	7%	1	-22%	-7%	-1.7	-6%	-3%
Cc1ccc2c(Cl)c(C(=O)NCC(c3ccco3)N3CCCC3)sc2c1 (stereo not given)	4%	-14%	8%	-3	-26%	-11%	-0.6	-19%	3%
CC1=C(C(=O)Nc2ccc(Cl)cc2C(=O)N2CCC(C(N)=O)CC2)SCCO1	1%	4%	-1%	0	11%	-9%	-1.5	-6%	33%[activator]
Cc1ccc(NC(=O)Cn2ccc([N+](=O)[O-])n2)cc1Cl	-9%	-1%	-2%	8	-26%	-9%	-2.9	-12%	-2%
CCn1c2ccccc2c2cc(NC(=O)c3ccccc3[N+](=O)[O-])ccc21	12%	5%	9%	3	?	0%	0.8	-4%	-13%
CCOC(=O)N1CCC(N2Cc3cccc(C(=O)O)c3C2=O)CC1	-6%	-40%	2%	3	-1%	-1%	-3.8	-18%	12%
O=C(O)c1nn(CCOc2cccc(Cl)c2)c(=O)c2ccccc12	4%	-5%	8%	-4	29%	3%	-1.3	-47%[inhibitor]	-3%
COc1ccc(CCNC(=O)COc2ccc(C)nc2[N+](=O)[O-])cc1	15%	5%	19%	-9	7%	-6%	-0.4	-2%	-25%
COc1cc2c(cc1OC)[C@@H](NC(=O)c1ccc(C(F)(F)F)cc1)[C@H](OCc1ccccc1)C2	-4%	0%	1%	-1	8%	-5%	-0.4	-8%	10%
O=C(Nc1ccccc1)c1ccc(COc2ccccc2)cc1	4%	0%	-2%	-21	8%	30µM*	-1.2	-1%	6%
Cc1ccc(OCC(=O)NCCNC(=O)c2cnccn2)cc1	-1%	?	4%	-7	1%	-15%	3.5	-10%	1%
CCOC(=O)Cc1cc(=O)n2[nH]c(C)c(-c3ccccc3)c2n1	5%	18%	-3%	1	-9%	-16%	-0.8	-90%	1%
COc1ccc(NC(=O)CN2CCN(c3ccccc3F)CC2)cc1	-9%	8%	-1%	3	-38%	-1%	-0.2	i	8%

Only part of the results is shown, so the mix of outcomes need not match the whole.
